TRHR PAM – allosteric enhancers of human TRH receptor | P34981 | TRHR cells, fluo-8 calcium fluorescence, EC20 TRH enhancement | enhancement, % at 2 µM | 360,000 compounds, 0.66% hits | AID 493056; in the data active = enhancement above about 30%; note: 0% is about no effect
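Enhancer read-out: after compound pinning and an initial kinetic agonist-mode read, an EC20 of TRH (10 nM final) was injected and fluo-8 calcium signal (Ex 480/Em 530) followed at 1 s/cycle for 100 cycles in TRHR-expressing cells.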
D2 agonist – D2 dopamine receptor (human) agonism; AID 485358; 340,000 compounds, 0.53% hits; HEK293 T-REx D2 cells, calcium flux agonist mode; P14416; activation, % at 2 µM;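 active = activation over 3 SD above normal in the single-dose calcium agonist read, cut at about 30% in these data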; note: 0% is about no effect
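Tetracycline-induced HEK293 Trex cells with D2 receptor force-coupled to calcium signaling, plated overnight at 30 C and loaded with no-wash calcium dye. Calcium flux read kinetically for 180 s after compound addition; responses flag agonists.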
TrxR1 substrate – rat thioredoxin reductase 1 substrate activity; O89049; purified TrxR1 substrate turnover, NADPH consumption readout; Potency, µM (series often up to 114 µM), without a hit: at the top dose activity change, negative = substrate turnover; 390,000 compounds, 0.01% hits; AID 588456; note: potency is the fitted concentration of half-maximal effect; % is set by controls: 0 for no effect and ±100 for the full control effect; nearly all actives have a fitted effect of over 50% in size
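Rat TrxR1, dispensed at 90 nM, was prereduced with 400 uM NADPH (final) for 5 min at ~22 deg C, then incubated with compound 15 min before 400 uM selenite. A first-read NADPH fluorescence drop versus no-compound background flagged substrates.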
USP1 inh – USP1/UAF1 (human) deubiquitinase inhibition; O94782; recombinant USP1/UAF1, Ub-Rhodamine cleavage fluorescence; Potency, µM (series often up to 57.1 µM), for inactives: at the top dose activity change, negative = inhibition, usual class: inhibitors; 390,000 compounds, 0.23% hits; AID 743255; note: potency is the fitted concentration of half-maximal effect; % is set by controls: 0 for no effect and ±100 for the full control effect; nearly all actives have a fitted effect of over 60% in size; inactives centre near -12
Target sequence (O94782 whole entry, looked up): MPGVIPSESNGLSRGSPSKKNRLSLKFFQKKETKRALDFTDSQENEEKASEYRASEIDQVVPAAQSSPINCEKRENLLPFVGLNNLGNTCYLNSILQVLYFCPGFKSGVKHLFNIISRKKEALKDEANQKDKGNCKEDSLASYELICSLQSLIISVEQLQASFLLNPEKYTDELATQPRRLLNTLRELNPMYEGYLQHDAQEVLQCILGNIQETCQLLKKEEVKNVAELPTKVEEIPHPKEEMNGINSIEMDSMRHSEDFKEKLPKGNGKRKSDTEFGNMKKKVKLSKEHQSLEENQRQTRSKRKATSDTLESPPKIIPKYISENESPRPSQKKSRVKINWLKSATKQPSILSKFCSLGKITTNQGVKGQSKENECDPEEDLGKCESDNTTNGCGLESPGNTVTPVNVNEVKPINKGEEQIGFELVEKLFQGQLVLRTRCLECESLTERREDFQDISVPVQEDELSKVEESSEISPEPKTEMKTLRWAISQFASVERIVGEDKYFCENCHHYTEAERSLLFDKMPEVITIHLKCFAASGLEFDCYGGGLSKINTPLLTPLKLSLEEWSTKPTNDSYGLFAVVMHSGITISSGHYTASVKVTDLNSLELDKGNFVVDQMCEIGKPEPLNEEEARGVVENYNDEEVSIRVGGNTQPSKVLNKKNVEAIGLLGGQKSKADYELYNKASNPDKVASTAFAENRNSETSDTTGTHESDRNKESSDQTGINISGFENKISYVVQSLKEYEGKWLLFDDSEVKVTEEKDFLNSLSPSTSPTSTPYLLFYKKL
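1 nM enzyme complex + cpd, 15 min RT; start with Ub-Rho 150nM final; kinetic fluorescence ex 480/em 540, 6 reads q60 s. Buffer 50mM HEPES pH 7.8, 0.5mM EDTA, 0.1 mg/ml BSA, 1mM TCEP, 0.01% Tween-20.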
rTrxR1 inhibitor – rat TrxR1 inhibition. recombinant rTrxR1, NADPH fluorescence consumption, selenite substrate. Potency, µM (titrated, usually from 114 µM), inactives show at the highest dose activity change, negative = inhibition, usual class: inhibitors. 390,000 compounds, 1% hits. AID 588453; note: potency is the fitted concentration of half-maximal effect; % is set by controls: 0 for no effect and ±100 for the full control effect; nearly all actives have a fitted effect of over 65% in size
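Rat TrxR1 (90 nM in the dispensed reagent) was pre-reduced with 400 uM NADPH for 5 min at room temperature, then incubated with compound for 15 min. After 400 uM selenite was added, NADPH fluorescence (Ex 340/Em 450 nm) was followed for 8 min.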
PI4K2A block – PI4K2A (human) kinase inhibition; activity change, negative = inhibition, % at 76.9 µM; 420,000 compounds, 0.13% hits; purified PI4K2A, ADP-Glo luminescence, 1 h; stronger effect = lower value; AID 1346378; Q9BTU6; in the data active = activity change below about -50%; inconclusive = mostly about -30% to -49%;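 note: -100% = wells without enzyme as full effect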
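In this quantitative HTS, ADP production by PI4K2A was quantified luminescently after 1 h at ambient temperature; 100 microM adenosine served as plate-quality control.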
D2 antagonist – antagonizes the human D2 dopamine receptor | P14416 | HEK293 TREx D2 cells, calcium flux, dopamine EC80 | inhibition, % at 10 µM | 340,000 compounds, 2% hits; in the data active = inhibition above about 30%; note: 0% is about no effect
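In this primary screen, negative modulation is detected by tracking calcium flux after an EC80 dopamine challenge in inducible HEK293 T-REx D2 cells preexposed to test compound for 180 s.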
IDH1 R132H inh – blocks human mutant IDH1 R132H enzyme; 390,000 compounds, 0.093% hits; Potency, µM (titrated, usually from 76.6 µM), inactives show top-dose activity change, negative = inhibition, usual class: inhibitors; IDH1-R132H enzyme, NADPH consumption, diaphorase/resazurin fluorescence; note: potency is the fitted concentration of half-maximal effect; % is set by controls: 0 for no effect and ±100 for the full control effect; nearly all actives have a fitted effect of over 65% in size
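IDH1-R132H (0.5 ug/mL dispensed) in pH 7.5 Tris buffer was preincubated 30 min with compound, then given a substrate mix of 0.016 mM NADPH and 2 mM alpha-KG for 80 min at room temperature; remaining NADPH was read by diaphorase/resazurin fluorescence.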
TRHR agonist – activates the human TRH receptor; activation, % at 2 µM; 360,000 compounds, 0.18% hits; TRHR cells, calcium flux fluo-8, FDSS agonist mode; P34981; in the data active = activation above about 30%; note: 0% is about no effect
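In this calcium-flux screen, cells bearing human TRHR are dye-loaded with fluo-8, baselined for 10 cycles, then exposed to library compounds; positive kinetic calcium responses during the agonist phase mark hits, with TRH as control.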
* marks the source's active call; other numbers are inactive results; u = inconclusive; x = no result given; [ ] = another dose, or the depositor's remark. Unless noted, calls come from the whole dose curve; as a rule, active = well fitted inhibition curve with a large enough effect; inconclusive = small, poorly fitted or top-dose-only effect; inactive = no such curve, though single readings can be large or run the other way.

Each structure is followed by: TRHR PAM	D2 agonist	TrxR1 substrate	USP1 inh	rTrxR1 inhibitor	PI4K2A block	D2 antagonist	IDH1 R132H inh	TRHR agonist
- Cc1cccc(-c2noc(C3CCCCC3)n2)c1
    0	0.7	-10%	-6%	-6%	-5	22	5%	0.9
- CC1CCN(C(=O)c2ccc(NS(=O)(=O)c3ccc4[nH]c(=O)[nH]c4c3)cc2)CC1
    4	1.0	-7%	-9%	12%[57.1 µM]	-3	-6	-10%	0.2
- CCOc1ccc(C2/C(=C(/O)c3ccc4c(c3)CC(C)O4)C(=O)C(=O)N2CCCn2ccnc2)cc1OCC (configuration not stated)
    -1	x	-2%	-13%	9%	-4	x	-9%	0.2
- CN(C(=O)c1ccc(NC(=O)Cc2ccc(NC(=O)C3CCCN(C(=O)C4CCCC4)C3)cc2)cc1)C1CCCC1 (configuration not stated)
    x	x	-3%	-10%	13%	-2	x	-20%	x
- COc1ccc(OC)c(C(=O)NC(CC(N)=O)c2ccc(N3CCN(c4ccccn4)CC3)c([N+](=O)[O-])c2)c1 (configuration not stated)
    5	-1.1	-5%[57.1 µM]	-29%	10%[57.1 µM]	-2	32*	8%	-0.7
- Cc1ccc(Cl)cc1N1CCN(C(=O)CN(c2ccccc2)S(=O)(=O)N(C)C)CC1
    -2	0.2	-1%[57.1 µM]	0%	22%[57.1 µM]	-4	-2	0%	-0.7
- CC(=O)c1ccc(N2C(=NC(=O)CCC3CCCC3)SC3CS(=O)(=O)CC32)cc1 (configuration not stated)
    5	-0.5	-6%	-19%	9%	-2	-11	4%	1.1
- CNc1nnc(SCC(=O)c2cc(C)n(C3CC3)c2C)s1
    -7	0.2	8%	-12%	0%	-4	-17	10%	-0.1
- Cc1ccc(/C(N)=N/OC(=O)c2cccs2)cc1
    4	-0.5	5%	-12%	19%	-11	-32	4%	-0.7
- CCOC(=O)c1[nH]c(C)c(C(=O)NCc2ccco2)c1C
    1	7.1	3%[57.1 µM]	-11%	9%[57.1 µM]	-2	3	-2%	0.0
- CC(C)c1nc2oc3ccccc3c(=O)c2c(=O)n1-c1ccccc1
    1	-0.7	6%	-16%	14%	-1	3	2%	-0.4
- O=C(c1ccccc1)C(Nc1ccccn1)c1ccccc1 (configuration not stated)
    0	-1.0	4%[57.1 µM]	-10%	2%[57.1 µM]	18	-11	5%	-0.5
- COc1ccc(S(=O)(=O)NCCOc2ccccc2)cc1-n1cnnn1
    -3	x	-8%[57.1 µM]	-21%	33%[57.1 µM]	1	x	5%	-0.3
- CC1CCN(c2c(NCc3ccc(C(=O)N4CCN(C5CCCCC5)CC4)cc3)c(=O)c2=O)CC1
    7	1.7	-1%	6%	21%	-4	-7	-2%	0.5
- Cc1nnc(SCC(=O)NNC(=O)C(C)C)[nH]c1=O
    4	0.6	7%[57.1 µM]	-12%	8%[57.1 µM]	6	8	0%	-0.3
- Cc1ccc(N=C2NC(=O)CS2)cc1C
    -3	1.1	-2%	-11%	14%	-1	3	-1%	-0.2
- CCCCCCCCCCCCCCCC(=O)OC/C=C(C)/C=C/C=C(C)/C=C/C1=C(C)CCCC1(C)C
    4	1.0	4%[57.1 µM]	-10%	11%[57.1 µM]	4	4	-4%	-0.1
- CCC(=O)N1CCc2cc(S(=O)(=O)CCC(=O)N3CCN(c4ccc(F)cc4)CC3)ccc21
    -10	-0.7	0%	-9%	17%	-6	-3	10%	-2.1
- CCOC(=O)Cc1csc(NC(=O)/C=C/c2ccccc2Cl)n1
    -1	-1.1	-4%	-12%	2%[57.1 µM]	-2	-1	2%	-0.7
- Cc1ccccc1CNC(=O)c1cc2cccc3c2n1CC(C)S3 (configuration not stated)
    4	0.2	24%	-12%	33%[activator]	0	x	8%	0.8
- Cc1ccc2cc(CCNS(=O)(=O)c3ccc(F)cc3)c(=O)[nH]c2c1C
    0	0.7	13%	-11%	6%	3	-4	2%	-0.6
- COc1cccc(C(=O)NN2CC(O)=C(c3nc(C)cs3)C2=N)c1
    0	-1.7	-3%	-7%	2%	3	7	-1%	0.8
- Cc1ccc(S(=O)(=O)Nc2cccc(C(=O)NCC(c3ccco3)N(C)C)c2)cc1F (configuration not stated)
    5	0.5	2%	u	-17%	-6	-15	9%	0.1
- Cc1ccc(C(NC(=O)N2CCCCC2)=C(Cl)Cl)cc1F
    -3	-0.2	9%	-20%	25%	0	-2	14%	-1.7
- O=C(NCc1ccco1)c1cccc(Nc2nc3ccc(Br)cc3[nH]2)c1
    3	0.7	-11%	-17%	-3%	1	-24	-8%	0.1
- CC(=O)N1CCc2cc(S(=O)(=O)N3CCc4ccccc43)ccc21
    -4	0.7	-6%	-16%	7%	-3	-8	10%	0.3
- O=C(O)/C=C/C(=O)N(CC1CCCO1)C1CC(=O)N(c2c(Cl)cccc2Cl)C1=O (configuration not stated)
    -3	-0.2	2%	-16%	-7%	-7	4	9%	0.0
- Cc1ccc(/C=C/C(=O)NCc2cccs2)cc1
    9	-1.7	0%	0%	-1%	4	3	6%	-0.9
- O=C(Cc1ccccc1)Nc1sc2c(c1C(=O)Nc1ccccc1Cl)CCCCC2
    33*	0.5	-2%	-18%	-8%	0	x	7%	0.4
- COc1cc(C2c3c(-c4ccccc4)n[nH]c3C(=O)N2c2ccc(C(=O)O)cc2)ccc1O (configuration not stated)
    16	1.7	10%	-32%	u	6	-3	7%	-0.5
- COc1ccc(C2C(=O)N(C3CCCCC3)CC(=O)N2Cc2ccc3c(c2)OCO3)cc1 (configuration not stated)
    -2	0.3	-1%	-16%	25%	-2	-5	4%	0.2
- CCOC(=O)c1c(N)n(CC(C)NC(=O)C2CC2)c2nc3ccccc3nc12 (configuration not stated)
    -1	0.5	x	x	x	x	1	x	-1.1
- Cc1nc(C)c(-c2ccc(SCC(=O)Nc3ccc(Cl)c(Cl)c3)nn2)s1
    -2	0.4	-7%[57.1 µM]	-12%	7%[57.1 µM]	3	x	19%	0.5
- Nc1c(Cl)nc(-c2ccccc2)nc1Cl
    -4	1.3	-1%	-13%	-4%[57.1 µM]	-2	-10	-1%	0.4
- CCS(=O)(=O)Nc1ccc(C2=NN(C(=O)c3ccccc3)C(c3cccs3)C2)cc1 (configuration not stated)
    2	-0.7	-10%	-10%	9%	-1	-6	-9%	0.7
- COc1ccccc1N(C)S(=O)(=O)c1ccc(C(=O)N(CC(N)=O)C(C)C)cc1
    1	0.9	-7%	-11%	-1%	2	-5	0%	0.3
- CSc1nc2nccc(-c3ccc4c(c3)OCO4)n2n1
    19	-0.1	-8%[57.1 µM]	-4%	18%[57.1 µM]	-1	5	3%	-0.7
- COCc1c(C(=O)OCc2nc(N)nc(Nc3ccccc3C)n2)oc2ccccc12
    16	-0.5	-2%	-9%	12%	7	1	10%	-0.2
- CCC1(C(N)=O)CC2C=CC1C2 (configuration not stated)
    x	x	7%[57.1 µM]	-7%	-13%[57.1 µM]	0	x	4%	x
- O=C(O)c1cccc(Cn2cc(Cl)cn2)c1
    0	0.9	3%	5%	8%	-13	-14	-2%	-0.3
- O=C(O)c1c(-c2ccccc2)c(-c2ccccc2)nc2ccccc12
    -2	0.3	6%[57.1 µM]	-13%	19%[57.1 µM]	-3	4	-2%	-0.2
- O=C(OCC(=O)N1CCOCC1)c1cnc(Cl)c(Cl)c1
    20	0.2	7%	-14%	25%	7	-19	-9%	0.1

Reformatted in markdown: entries from further up.
| molecule | TRHR PAM | D2 agonist | TrxR1 substrate | USP1 inh | rTrxR1 inhibitor | PI4K2A block | D2 antagonist | IDH1 R132H inh | TRHR agonist |
| --- | --- | --- | --- | --- | --- | --- | --- | --- | --- |
| COc1cccc(C(=O)NN2CC(O)=C(c3nc(C)cs3)C2=N)c1 | 0 | -1.7 | -3% | -7% | 2% | 3 | 7 | -1% | 0.8 |
| Cc1ccc(S(=O)(=O)Nc2cccc(C(=O)NCC(c3ccco3)N(C)C)c2)cc1F (configuration not stated) | 5 | 0.5 | 2% | u | -17% | -6 | -15 | 9% | 0.1 |

Retrieved by structure from the entries so far (7):
Each structure is followed by: TRHR PAM	D2 agonist	TrxR1 substrate	USP1 inh	rTrxR1 inhibitor	PI4K2A block	D2 antagonist	IDH1 R132H inh	TRHR agonist
- CC1CCN(c2c(NCc3ccc(C(=O)N4CCN(C5CCCCC5)CC4)cc3)c(=O)c2=O)CC1
    7	1.7	-1%	6%	21%	-4	-7	-2%	0.5
- O=C(Cc1ccccc1)Nc1sc2c(c1C(=O)Nc1ccccc1Cl)CCCCC2
    33*	0.5	-2%	-18%	-8%	0	x	7%	0.4
- O=C(O)/C=C/C(=O)N(CC1CCCO1)C1CC(=O)N(c2c(Cl)cccc2Cl)C1=O (configuration not stated)
    -3	-0.2	2%	-16%	-7%	-7	4	9%	0.0
- CCOC(=O)Cc1csc(NC(=O)/C=C/c2ccccc2Cl)n1
    -1	-1.1	-4%	-12%	2%[57.1 µM]	-2	-1	2%	-0.7
- CCCCCCCCCCCCCCCC(=O)OC/C=C(C)/C=C/C=C(C)/C=C/C1=C(C)CCCC1(C)C
    4	1.0	4%[57.1 µM]	-10%	11%[57.1 µM]	4	4	-4%	-0.1
- Cc1ccc(S(=O)(=O)Nc2cccc(C(=O)NCC(c3ccco3)N(C)C)c2)cc1F (configuration not stated)
    5	0.5	2%	u	-17%	-6	-15	9%	0.1
- O=C(OCC(=O)N1CCOCC1)c1cnc(Cl)c(Cl)c1
    20	0.2	7%	-14%	25%	7	-19	-9%	0.1
